H9c2 protect = protects H9c2 cardiomyocytes from peroxide injury; H2O2 injury protection, ATPLite, 2 h; protection from H2O2 cell death, % at 20 µM; 360,000 tested, 0.63% active; AID 588492;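 active = compounds giving at least 50% protection of heart cells from peroxide-induced death in the single-dose screen, raw or plate-pattern-corrected value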;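 note: 0% = DMSO wells with peroxide and 100% = DMSO wells without peroxide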
TLR9-MyD88 block = inhibitors of human TLR9-MyD88 binding; Q9NR96+Q99836; CHO BLA complementation TLR9-MyD88, CCF4 FRET ratio; inhibition, % at 4.98 µM; 340,000 tested, 0.21% active; AID 504734;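 active = inhibition above the mean over all tested compounds plus 3 SD, cut at about 21% in these data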;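 note: 0% = DMSO only wells and 100% = clavulanate BLA inhibitor control wells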
Glyco luc inh = blocks N-linked glycosylation in D54 reporter cells. D54 ERlucT glycosylation luciferase reporter, 24 h; percent of 100 nM tunicamycin response. reporter increase, % at 12.5 µM. 360,000 tested, 0.23% active;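 active = mean luciferase reporter signal, scaled so untreated is 0 and the glycosylation-blocking control 100, at or above a set limit in every replicate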;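 note: luciferase carries N-glycosylation sites so blocking glycosylation raises the light; 0% = median of neutral control wells and 100% = median of 100 nM tunicamycin wells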
SRC2 inh = inhibits human steroid receptor coactivator 2; inhibition, % at 9 µM; 370,000 tested, 0.17% active; Q15596; AID 651957; HEK293 GAL4-SRC2 luciferase reporter, luminescence;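 active = inhibition above the mean inhibition of all tested compounds plus 3 SD, set per campaign, cut at about 52% in these data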;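 note: 0% = DMSO treated cells and 100% = cells given Gossypol at 36 µM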
ABHD5 PLIN5 PPI = inhibitors of human ABHD5-perilipin-5 interaction. inhibition, % at 4 µM. AID 602281. Q00G26+Q8WTS1. 360,000 tested, 0.78% active. Split G. princeps luciferase complementation, luminescence, 4 h;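 active = inhibition above the mean inhibition across every tested compound plus 3 SD, cut at about 22% in these data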;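 note: 0% = DMSO only wells and the 100% control is not disclosed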
MC4R barr agon = activates human MC4R beta-arrestin recruitment; P32245; U2OS MC4R beta-arrestin complementation, luminescence; percent of melanotan II response, DMSO zero; activation, % at 8.9 µM; 360,000 tested, 0.98% active;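 active = activation above a per-plate cutoff, the mean activation of sample wells on that plate plus 3 SD, cut at about 8% in these data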
Target sequence (P32245 whole entry, looked up): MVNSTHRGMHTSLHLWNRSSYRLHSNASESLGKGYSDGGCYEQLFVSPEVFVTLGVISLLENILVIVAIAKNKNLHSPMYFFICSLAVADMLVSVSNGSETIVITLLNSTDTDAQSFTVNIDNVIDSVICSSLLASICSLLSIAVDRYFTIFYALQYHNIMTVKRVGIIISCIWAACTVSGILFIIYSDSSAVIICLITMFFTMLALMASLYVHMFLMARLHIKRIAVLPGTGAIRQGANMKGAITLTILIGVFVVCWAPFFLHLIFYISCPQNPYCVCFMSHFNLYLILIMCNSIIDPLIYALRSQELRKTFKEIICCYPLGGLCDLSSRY
NOD2 RIPK2 PPI = NOD2-RIPK2 protein interaction inhibition; O43353; CHO BLA complementation NOD2-RIPK2, CCF4 ratio; inhibition, % at 4.98 µM; 360,000 tested, 0.38% active; in the data active = inhibition above about 21%;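 note: 0% = vehicle only and 100% = reference blocker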
Target sequence (O43353 whole entry, looked up): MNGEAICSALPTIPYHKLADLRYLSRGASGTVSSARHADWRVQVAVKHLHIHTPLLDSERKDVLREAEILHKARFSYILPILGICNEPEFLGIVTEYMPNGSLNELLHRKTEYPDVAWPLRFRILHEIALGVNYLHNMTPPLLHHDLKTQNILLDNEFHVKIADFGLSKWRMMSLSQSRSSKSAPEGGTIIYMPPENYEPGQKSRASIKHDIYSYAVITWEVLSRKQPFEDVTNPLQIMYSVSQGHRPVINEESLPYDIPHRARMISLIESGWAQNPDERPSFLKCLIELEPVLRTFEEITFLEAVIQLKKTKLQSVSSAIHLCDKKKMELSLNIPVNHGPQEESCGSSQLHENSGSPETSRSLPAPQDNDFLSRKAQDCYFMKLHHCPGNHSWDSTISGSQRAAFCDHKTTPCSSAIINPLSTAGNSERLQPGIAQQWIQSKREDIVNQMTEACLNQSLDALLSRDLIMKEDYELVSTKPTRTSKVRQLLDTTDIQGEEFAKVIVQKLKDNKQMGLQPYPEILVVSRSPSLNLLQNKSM
MC4R antagonist = human MC4R antagonism in cAMP assay. P32245. MC4R-expressing cells, MTII-stimulated cAMP, LANCE TR-FRET. inhibition, % at 6.5 µM. 360,000 tested, 0.48% active. AID 540295;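 active = inhibition above its plate's cutoff, the mean of tested wells on that plate plus 3 SD, cut at about 29% in these data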;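 note: 0% = Melanotan II alone and 100% = Melanotan II plus saturating MCL0020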
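Assay system: human MC4R-expressing U2OS cells; reagent: Melanotan II stimulation of cells; dosing: 6.5 µM single dose; timing: compound 30 min, challenge 1 h, detection 1 h; signal: TR-FRET cAMP assay; replicates: one well per compound, no replicates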
m5-HT2A agonist = agonists of mouse serotonin 5-HT2A receptor (HTR2A) | P35363 | AID 624169 | CHO-K1 mHTR2A beta-arrestin complementation, luminescence; percent of 30 µM serotonin response | 360,000 tested, 0.66% active | activation, % at 7.6 µM;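 active = activation above a run cutoff, the mean activation of all tested compounds plus 3 SD, cut at about 14% in these data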;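 note: 0% = plate median of compound wells and 100% = 30 µM serotonin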
ABCB6 inh 2 = inhibitors of human ABC transporter ABCB6; Q9NP58; K562-ABCB6 porphyrin accumulation, flow cytometry, 1 h; active compounds read low; fluorescence ratio to DMSO, % at 10 µM; 360,000 tested, 0.19% active;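 active = fluorescence ratio to DMSO below 75%, the collection mean minus 3 SD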;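 note: signal is porphyrin accumulated inside mitochondria; 100% equals median channel fluorescence of DMSO control wells; lower ratio means ABCB6 inhibition with less porphyrin fluorescence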
* hit, by the source's call; . = not tested or not shown. This is a subset. The share of hits here may be higher or lower than overall.

SMILES	H9c2 protect	TLR9-MyD88 block	Glyco luc inh	SRC2 inh	ABHD5 PLIN5 PPI	MC4R barr agon	NOD2 RIPK2 PPI	MC4R antagonist	m5-HT2A agonist	ABCB6 inh 2
O=C(c1ccccc1)c1cnc2ccc(Cl)cc2c1N1CCOCC1	-4	-9	0	2	11	1.4	-21	1	2	99
N#Cc1c(NC(=O)CSc2ncn[nH]2)sc2c1CCCCC2	-18	-3	-13	84*	7	-1.5	-2	-17	9	97
CCOC(=O)N1CCN(C2CCCN(C(=O)c3ccccc3C(F)(F)F)C2)CC1 (centres undefined)	5	0	4	2	1	4.5	-18	2	9	98
COc1ccccc1N(C(=O)c1snc(C(N)=O)c1N)C(C(=O)NC1CCCC1)c1ccc(N(C)C)cc1 (centres undefined)	-9	-11	-3	-4	3	-0.4	5	-4	2	90
CN(Cc1ccc(Cl)cc1)C(=O)COC(=O)CSc1ccc([N+](=O)[O-])cc1	4	6	1	17	4	-3.6	2	9	2	97
COc1cc(NC(=O)Cn2cnc3c(nc4n3CCCCC4)c2=O)cc(OC)c1OC	3	-5	6	-14	-9	1.4	6	23	-6	98
CCC(=O)Nc1nonc1-c1nc2ccccc2n1Cc1cccc2ccccc12	-5	-1	14	-3	-2	-2.7	2	-18	-3	99
CC(C)C[C@H](NC(=O)c1nc[nH]c1C(=O)NCC(=O)OC(C)(C)C)C(=O)OC(C)(C)C	-4	2	-2	1	1	1.6	-3	6	2	102
Cc1cccc(N2CCN(c3nc4nonc4nc3N3CCSCC3)CC2)n1	3	-3	0	-3	2	-4.3	-1	-3	-1	105
CC1CCCC(NC(=O)Cn2cc([N+](=O)[O-])ccc2=O)C1C (centres undefined)	9	11	0	-6	-4	-1.6	-1	-2	0	96
COc1ccccc1OCC(=O)Nc1ccc(N2CCCCC2)cc1	-8	5	0	-36	0	-3.1	3	14	3	164
CCOC(=O)NC(NC(=S)Nc1ccc(OCC)cc1)C(Cl)(Cl)Cl (centres undefined)	-7	5	1	-3	-2	2.6	-5	6	-1	100
CC1(C)CC(=O)C(C=NCCc2ccc(O)cc2)=C(O)C1	2	-1	1	9	-4	-1.6	-1	-3	-4	102
COc1ccc(C(=O)Nc2nncs2)c(OC)c1	-13	1	1	-103	2	-0.6	-8	2	5	100
Cc1ccc(C)c(Cn2c(=O)n(CCCC(=O)NCc3ccco3)c(=O)c3ccccc32)c1	0	3	-2	19	2	2.6	-3	9	7	104
Cc1cccc(NC(=O)c2oc(=O)c3ccccc3c2-c2ccccc2)c1C	-2	1	-2	-13	-3	11*	-1	10	6	97
Cc1cc(C)c(C(=O)NNC(=O)c2cccnc2)c(C)c1	-5	-7	3	-5	-9	1.0	1	16	3	92
c1ccc(-c2cc3c(N4CCN(c5ncccn5)CC4)ncnc3s2)cc1	25	-1	0	0	1	-2.0	-7	5	-2	92
COc1ccc(CN2CCC[C@]3(N[C@H](c4ccccc4)[C@@H]4C(=O)N(Cc5ccccc5)C(=O)[C@@H]43)C2=O)cc1	4	4	0	10	-1	1.2	11	29*	-2	106
Cc1ccc(-n2c(C)cc(C(=O)CSc3nnnn3C)c2C)cc1	-17	-1	-10	-20	-4	0.1	7	10	-3	94
O=C(COC(=O)c1ncc(Cl)c(Cl)c1Cl)NC(=O)NCc1ccccc1	-7	-17	2	-14	0	1.6	1	28	-2	97
COc1ccc2oc(C(=O)OCC(=O)Nc3cc(S(=O)(=O)N4CCOCC4)ccc3C)c(C)c2c1	-1	-1	-1	-23	-12	-1.1	2	7	1	96
CC1CN(Cc2nc3c(c(=O)[nH]c(=O)n3C)n2CC(N)=O)CC(C)O1 (centres undefined)	3	-3	0	-6	1	1.5	-4	-3	2	104
CCOC(=O)c1c(-c2ccco2)csc1NC(=O)COC(=O)c1cnc(C)cn1	3	-2	0	-17	18	-3.2	10	2	1	98
COc1cc(OC)cc(N2C(=O)CSCC2=O)c1	-1	-68	3	-15	-2	-1.6	-10	-1	-2	106
COc1ccc(N2CCN(C3CCCN(S(=O)(=O)c4ccc(C)cc4C)C3)CC2)cc1 (centres undefined)	-6	-15	-4	37	10	4.1	-3	9	-6	91
Cc1cccc(OCCn2cnc(Cl)c2Cl)c1	-10	3	-1	18	4	-1.9	2	5	-1	96
Cc1ccn(CC(=O)N2CCCC(C(=O)c3cccc4ccccc34)C2)n1 (centres undefined)	-9	5	-2	4	-7	0.6	-1	16	1	97
COc1cccc(/C=N/NC(=O)C(=O)N2CCCCCC2)c1OC	-2	2	1	-34	-4	-3.3	0	0	3	99
Cc1ccc(Cn2c(C(=O)NCCCN3CCOCC3)cc3sccc32)cc1	24	-19	-1	.	11	1.6	-8	15	-4	105

Sorted by formula weight (ascending): some entries from above
SMILES	H9c2 protect	TLR9-MyD88 block	Glyco luc inh	SRC2 inh	ABHD5 PLIN5 PPI	MC4R barr agon	NOD2 RIPK2 PPI	MC4R antagonist	m5-HT2A agonist	ABCB6 inh 2
Cc1ccn(CC(=O)N2CCCC(C(=O)c3cccc4ccccc34)C2)n1 (centres undefined)	-9	5	-2	4	-7	0.6	-1	16	1	97
Cc1cccc(NC(=O)c2oc(=O)c3ccccc3c2-c2ccccc2)c1C	-2	1	-2	-13	-3	11*	-1	10	6	97
O=C(COC(=O)c1ncc(Cl)c(Cl)c1Cl)NC(=O)NCc1ccccc1	-7	-17	2	-14	0	1.6	1	28	-2	97

The list goes on:
SMILES	H9c2 protect	TLR9-MyD88 block	Glyco luc inh	SRC2 inh	ABHD5 PLIN5 PPI	MC4R barr agon	NOD2 RIPK2 PPI	MC4R antagonist	m5-HT2A agonist	ABCB6 inh 2
COc1ccccc1-n1nnnc1SCC(=O)NC1CCCCC1	-4	-8	1	12	0	-2.7	-5	14	0	98
CS(=O)(=O)N(CC(=O)NCc1ccccc1Cl)C1CCCCC1	-3	-3	4	5	1	-0.8	-10	8	-4	100
COc1ccc(/C=C/C(=O)NC(=S)NNC(=O)c2cccs2)cc1	20	3	17	-70	-4	-6.5	6	-17	-2	95
CC1CCN(S(=O)(=O)c2ccc3c(c2)c(=O)c(C(=O)N2CCOCC2)cn3C)CC1	2	-2	1	-7	0	-0.8	-5	16	11	95
COCCCNC(=S)Nc1ccccc1[N+](=O)[O-]	-4	0	0	-11	-5	-0.6	2	15	-1	104
O=c1c2c3c(sc2n(CCN2CCCC2)c(=O)n1Cc1ccccc1)CCCCC3	-6	.	-6	-4	7	1.6	4	3	-12	104
Cc1ccc(C(=O)CC(C(=O)O)n2cnc([N+](=O)[O-])n2)cc1 (centres undefined)	0	-5	-2	-10	55*	-3.6	10	0	2	102
CN(C)CCNC(=O)c1cccc(-c2cc(NC=O)c3ncc(-c4cccc(C(F)(F)F)c4)n3c2)c1	-29	.	0	-13	14	23*	12	-6	-9	106
O=C(Cn1ccccc1=O)c1ccc(Cl)cc1	1	-7	0	-11	0	-5.8	-7	11	2	93
O=c1c2cccc3c2c(nn1CN1CCOCC1)-c1ccccc1-3	75*	-2	9	.	-7	-2.2	-8	0	-3	98
O=C(Cn1cnc2ccccc2c1=O)c1cccs1	-5	-2	-1	-36	-5	-1.2	-2	2	2	106
CCCCCCCCN1[C@@H](CC(=O)OCC)c2cc(F)ccc2S1(=O)=O	-6	-8	-3	14	1	3.4	8	12	-4	101
O=C(O)CC(c1cccc(C(F)(F)F)c1)N1CCS(=O)(=O)CC1 (centres undefined)	-5	-5	1	-14	3	-0.3	-3	6	6	97
Clc1ccc(Cl)c2sc(N3CCOCC3)nc12	-1	3	2	-18	-1	1.1	-4	-1	2	93
CC(C)(C)NC(=O)C(c1ccncc1)N(Cc1cccs1)C(=O)c1csnn1 (centres undefined)	3	-1	0	8	1	-0.5	0	14	3	97
Cc1cccc(C)c1N=Cc1c(O)n(-c2nccs2)c(=O)c2ccccc12	3	3	-2	.	5	-2.6	-8	12	3	97
CCC(C)(C)NCC(=O)Nc1ccc(OC(F)(F)F)cc1	0	-6	0	-14	1	-0.5	4	-1	-2	90
CC(CS(=O)(=O)c1cccc2cccnc12)N1CCCCC1 (centres undefined)	-18	2	0	0	-1	-0.7	-7	1	3	97
CN1C[C@@H]2C(c3ccccc3)C3(c4cccnc4)CC2(C3)[C@H]1c1ccccc1 (some centres undefined)	16	-9	-1	-12	-3	-0.1	-9	2	-1	85
CCN(CC)c1ccc(NC(=O)COC(=O)COc2ccccc2[N+](=O)[O-])cc1	1	-23	2	-15	0	1.4	3	12	-1	106
CC(C)NC(=O)C1(C)CCN1C(=O)C(c1ccccc1)c1ccccc1 (centres undefined)	5	.	1	4	-10	-2.1	-4	10	-3	98
O=c1c2c(nc3cc(-c4cccc(Cl)c4)[nH]n13)CCC2	-5	4	-11	-53	-14	2.1	2	6	0	104
Cn1cc(Br)c(C(=O)N/N=C/c2cccc(OC3CSC3)c2)n1	-7	6	1	-16	0	-2.4	-2	4	5	101
COc1ccc(NC(=O)c2ccc(COCC(F)(F)C(F)F)cc2)cc1OC	-4	-7	0	4	-4	-2.0	8	17	-3	103
Cc1ccccc1CN1CCN(CC(=O)NCc2ccccc2)C1=O	-2	-3	-1	-15	-3	-1.7	-4	3	8	93
Cc1cccc(C(=O)Oc2csc(=S)n2C(=O)c2cccc(C)c2)c1	10	3	1	11	-15	-2.2	6	-1	0	98
CCCCn1nnnc1C(c1cccc2ccccc12)N1CCN(C/C=C/c2ccccc2)CC1 (centres undefined)	-9	.	-8	3	9	.	-11	.	-6	94
CC1C(=O)C(C)C(c2ccc(Cl)cc2)NC1c1ccc(Cl)cc1 (centres undefined)	-5	.	-6	-9	4	1.8	-5	20	0	95
O=C(OCn1nnc2ccccc2c1=O)C1COc2ccccc2O1 (centres undefined)	3	10	1	-20	-2	-1.0	0	7	0	100
CC(=O)c1ccc(OCc2cc(C(=O)N(C)CCOc3ccc(C)cc3)no2)cc1	-21	7	-4	-68	0	-2.2	-2	-5	-7	98
Cc1c(NC(=O)c2cccc(NC(=O)Cc3ccccc3Cl)c2)c(=O)n(-c2ccccc2)n1C	4	3	-1	-7	1	-2.1	-8	-5	-3	94
O=C(c1ccccc1Br)N1CCN(c2ccccn2)CC1	3	-16	0	9	-2	-3.3	-8	7	-3	102
Cc1ccc(S(=O)(=O)Nc2ccc(S(=O)(=O)NC(C)(C)C)cc2)cc1	-3	8	0	-30	-3	-2.1	-5	1	-3	97
CCCc1cnc(N2CCN(C(=O)c3c(-c4ccccc4)noc3C)CC2)nc1	1	3	0	-17	-6	-3.8	7	-5	-2	98
Nc1nnc(SCC(=O)Nc2nnc(-c3ccccc3)o2)s1	-10	-4	3	-2	5	-1.3	8	1	-1	101
CCSc1nc(N)c(NC(=O)c2ccc(Br)o2)c(=O)[nH]1	0	-3	-2	1	-4	-1.3	8	-4	2	95
CCCN(C1CCS(=O)(=O)C1)S(=O)(=O)c1ccc2ccccc2c1 (centres undefined)	-2	-8	-3	-30	-7	-1.4	13	3	-3	100
N#Cc1ccc(C(=O)Nc2cc(C3CC3)nn2-c2ccccc2)cc1	3	-1	2	4	-1	-1.8	7	5	-6	96
